From PubChem
TexasRed autofl – Texas Red region autofluorescence; Compound fluorescence, Texas Red channel, 547/618 nm; active compounds read high; max dye-equivalent concentration, M; hit rate 0.06% among 59,000; in the data active = max dye-equivalent concentration above about 10 nM; inconclusive = between about 1.1 nM and that limit
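Spectral interference profiling: each compound concentration's relative fluorescence, read with a 547 nm excitation and 618 nm emission filter pair, was normalized to a per-plate Texas Red standard curve.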
Caspase-1 inhib – allosteric or competitive inhibitors of human caspase-1. P29466. Caspase-1 enzyme, Ac-WEHD-AFC fluorogenic rate. Potency, µM (top dose mostly 57.5 µM), for the others: at the top dose activity change, negative = inhibition, usual class: inhibitors. hit rate 0.03% among 75,000;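 also: potency is read from the fitted curve at half-maximal effect; plate controls were vehicle for no effect and no substrate for full effect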
HEK293 cAMP cs – parental HEK293 cAMP activation (counter-screen) | parental HEK293 CNG cAMP sensor, membrane potential fluorescence | Potency, µM (doses to about 57.1 µM), inactives show top-dose activation, actives largely listed as activators | AID 938 | hit rate 2.5% among 73,000; also: potency is read from the fitted curve at half-maximal effect; % of control where 0% means no effect; nearly all actives have a fitted effect of over 55% in size
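Counterscreen for endogenous-receptor signalling: CNG-channel HEK 293 cells report cAMP rise by membrane depolarization. After 60 min dye equilibration with 100 uM RO 20-1724, compounds incubated 30 min before bottom-read fluorescence at 590 nm.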
4MU fluor – 4-MU region autofluorescence; compound autofluorescence, 340/450 nm, 4-MU equivalents; active compounds read high; AID 589; hit rate 11% among 59,000; max dye-equivalent concentration, M; in the data active = max dye-equivalent concentration above about 10 nM; inconclusive = mostly about 1.1 nM to 9.6 nM
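Intrinsic fluorescence at 340/450 nm (ex/em) was read after 15 min at room temperature in pH 8.0, 100 mM Tris. Each compound concentration expressed as 4-MU-equivalent concentration from a six-point 4-MU standard series on each plate.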
BRCT PPI green – BRCA1 BRCT-phosphoprotein interaction inhibition. P38398. BRCA1 BRCT-phosphopeptide binding, green fluorescence polarization. Potency, µM (titrated, usually from 76.9 µM), for inactives: at the top dose activity change, negative = inhibition, actives largely listed as inhibitors. hit rate 0.05% among 75,000;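 also: potency is read from the fitted curve at half-maximal effect; plate controls were peptide without protein for full effect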
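Compounds were incubated for 12 min at room temperature with a complex of 100 nM fluorescein-tagged pBACH1 decapeptide and 250 nM His-tagged BRCT protein. Buffer was phosphate pH 7.3 with EDTA, DTT and Tween 20. Disruption of binding lowers the polarization signal.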
USP2a inh – blocks human ubiquitin-specific protease USP2a; O75604; USP2a enzymatic assay, qHTS inhibition; Potency, µM (series often up to 38.3 µM), inactives show at the top dose activity change, negative = inhibition, hits mostly inhibitors; hit rate 0.1% among 60,000;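 also: potency is read from the fitted curve at half-maximal effect; nearly all actives have a fitted effect of over 60% in size; plate controls were DMSO for no effect and NEM full inhibition control for full effect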
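USP2 core (20 nM final) was preincubated with compound for 30 min at RT in 20 mM Tris-HCl pH 8.0, 2 mM CaCl2, 2 mM beta-mercaptoethanol; Ub-PLA2 (20 nM) plus NBD C6-HPC (20 uM) then added, fluorescence read after 2.5 h.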
Caspase-7 inhib – allosteric or competitive inhibitors of human caspase-7; recombinant caspase-7, Ac-DEVD-AFC fluorescence rate; Potency, µM (doses to about 57.5 µM), without a hit: at the top dose activity change, negative = inhibition, usual class: inhibitors; hit rate 0.02% among 75,000; active = well fitted inhibition curve with a large enough effect in the main read-out, with a control signal flat, not every such curve was filed as active; inconclusive = small, poorly fitted or top-dose-only effect, or a change in a side signal; also: potency is read from the fitted curve at half-maximal effect; % of control where 0% means no effect
BRCT inh red – disrupts BRCA1 BRCT binding to phosphoprotein, red fluorophore readout | P38398 | BRCT-phosphopeptide binding, red fluorescence polarization | Potency, µM (doses to about 76.9 µM), for inactives: at the highest dose activity change, negative = inhibition, hits mostly inhibitors | hit rate 0.03% among 75,000 | AID 892; also: % is scaled to controls: 0 for no effect and ±100 for the full control effect
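Fluorescence polarization: 100 nM His-tagged BRCA1 BRCT with 100 nM TAMRA-labelled phospho-BACH1 decapeptide, phosphate buffer pH 7.3 with 150 mM NaCl, DTT, 0.01% Tween 20; 12 min RT. Binding inhibition seen as FP decrease.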
Fluorescein autfl – compound fluoresces in the fluorescein spectral region; max fluorescein-equivalent concentration, M; Compound autofluorescence, 480/540 nm, fluorescein-equivalent; active compounds read high; hit rate 0.91% among 59,000; AID 593; in the data active = max fluorescein-equivalent concentration above about 10 nM; inconclusive = between about 1.1 nM and that limit
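Fluorescein stocks ranging 3 mM down to 300 nM, plus DMSO blanks, were pinned alongside compounds to build a per-plate standard curve. Buffer: 100 mM Tris, pH 8.0. Incubation 15 min, room temperature; filters 480/540 nm.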
A350 fluor – compounds fluorescent in Alexa 350 spectral region; Compound autofluorescence, 340/450 nm, Alexa 350 dye-equivalents; active compounds read high; max dye-equivalent concentration, M; hit rate 11% among 59,000; AID 590; in the data active = max dye-equivalent concentration above about 10 nM; inconclusive = mostly about 1.1 nM to 9.6 nM
Rhodamine fluor – rhodamine region autofluorescence; Rhodamine-region fluorescence, 547/598 nm, Tris buffer; active compounds read high; max dye-equivalent concentration, M; hit rate 0.05% among 59,000; in the data active = max dye-equivalent concentration above about 11 nM; inconclusive = between about 1.1 nM and that limit
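A six-point rhodamine series on each plate calibrates the signal. Compounds sit in 100 mM Tris (pH 8.0) for 15 min at ambient temperature before imaging through 547 nm/598 nm filters.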
Starred values were filed as active, the others as inactive; i = inactive; ? = inconclusive; . = not tested or not shown; [ ] = another dose, or the depositor's remark. Unless noted, calls follow the shape of the dose curve; as a rule, active = well fitted curve in the direction sought with a large enough effect; inconclusive = small, poorly fitted or top-dose-only effect, or another doubt; inactive = no such curve, though single readings can be large; an effect the other way counts as inactive or inconclusive. The list is partial; count on the stated rates, not on these rows.

SMILES	TexasRed autofl	Caspase-1 inhib	HEK293 cAMP cs	4MU fluor	BRCT PPI green	USP2a inh	Caspase-7 inhib	BRCT inh red	Fluorescein autfl	A350 fluor	Rhodamine fluor
Cc1cccc(N2CCN(C(=O)c3cc4n(n3)C(C(F)(F)F)CC(c3ccco3)N4)CC2)c1C (stereo unspecified)	?	-4%	-16%	i	-0.8%	19%	-4%	0.4%	?	i	i
COc1cc2c(cc1OC)CN(Cc1nc3ccsc3c(=O)[nH]1)CC2	i	-13%	-2%	3.2e-08M*	-2.1%	8%	2%[0.00368 µM]	0.6%	?	4e-08M*	i
OCCn1c(SCCOc2ccccc2F)nc2ccccc21	.	-4%	-7%[11.4 µM]	.	-2.7%	7%[7.66 µM]	-1%	1.4%	.	.	.
O=S(=O)(c1cccc(F)c1)N1CCN(Cc2ccc3c(c2)OCO3)CC1	i	-3%	13%	i	-0.1%	2%	0%	-0.4%	i	i	i
C/C(=N\O)C1(C)N(O)C(C)(C)C(c2ccc(Br)cc2)=[N+]1[O-] (stereo unspecified)	i	0%	17%	?	-1.8%	1%	1%	1.6%	i	?	i
Cc1ccc(S(=O)(=O)NC(C)C(c2cccs2)N2CCN(C)CC2)cc1 (stereo unspecified)	i	-1%	16%	i	-2.3%	7%	2%	0.1%	?	?	i
CCc1cccc(CC)c1N(COC)C(=O)Cn1nnc2ccccc21	i	.	.	5.8e-06M*	.	.	.	.	?	6.4e-06M*	i
C=CCOc1ccc(/C(CC)=N/O)c(OC)c1	.	-1%	-5%	.	1.9%	6%	3%	0.3%	.	.	.
Cc1cc(C)nc(NC(=O)c2c(-c3c(Cl)cccc3Cl)noc2C)n1	i	-1%	2%	i	-0.3%	9%	1%	0.1%	?	i	i
COc1ccc(-c2nn3c(COc4ccccc4)nnc3s2)cc1OC	i	.	.	i	.	.	.	.	i	i	i
COc1ccc(C(=O)NCC(=O)OC2CCCCC2=O)cc1 (stereo unspecified)	i	1%	0%	i	-4.6%	-3%	-1%	0.4%	?	i	i
CCOc1ccc(NC(=O)Cn2nnc(C(=O)NCc3ccccc3OC)c2N)cc1	?	9%	-17%	i	0.3%	-7%	2%	1.1%	i	i	i
CCCN=C(N)NCCC[C@H](N)C(=O)O	.	-1%	18%	.	-1.9%	.	-1%	0.8%	.	.	.
COc1cccc(OC)c1C(=O)Nc1ccc2c(c1)OCCO2	.	0%	28%	.	-0.6%	-4%	1%	1.0%	.	.	.
CC(=O)Nc1ccc(S(=O)(=O)Nc2cccc(NC(=O)C(C)(C)C)c2)cc1	?	1%	2%	i	-1.9%	3%	-2%	0.3%	i	i	i
CC1=C(C(=O)OCc2ccccc2)C(c2ccc(N3CCOCC3)cc2)NC(=O)N1 (stereo unspecified)	.	-4%	22%	.	1.8%	30%[activator]	-2%	-0.8%	.	.	.
c1cc2c(cc1Cn1cnnn1)OCO2	i	1%	6%	i	0.9%	2%	0%	0.0%	i	i	i
CCOC(=O)N1CCN(Cc2nc(-c3ccc(C)cc3)no2)CC1	i	2%	6%	i	1.4%	-11%	1%	-0.7%	i	i	i
CCOCCCNC(=O)CN1C(=O)C(CC)Oc2ccccc21 (stereo unspecified)	?	2%	3%	i	-3.0%	-3%	0%	-1.9%	i	i	i
O=C(NCCN1CCN(c2ccccc2)CC1)c1cccn2c(=O)c3cc(Cl)ccc3nc12	i	-6%	?	i	0.0%	-2%	-14%	-0.9%	?	i	i
Cc1ccc(C(=O)CC(C(=O)O)n2cccn2)cc1 (stereo unspecified)	i	0%	27%	i	0.9%	-3%	0%	-0.8%	i	i	i
O=C(Cn1cnc2c(cnn2-c2ccc(Cl)cc2)c1=O)NCC1CCCO1 (stereo unspecified)	?	2%	-2%	i	-5.0%	4%	-2%	-0.5%	i	i	i
O=C(O)c1ccc(N2C(=O)C3ON(c4ccccc4)C(c4ccccc4F)C3C2=O)cc1 (stereo unspecified)	i	-1%	5%	i	-2.0%	-2%	-1%	-0.1%	?	i	i
CCCCOC(=O)Nc1ccccc1C(N)=O	.	-5%	1%	.	0.9%	-3%	2%	1.0%	.	.	.

Brought forward from above: three compounds; new compounds follow.
SMILES	TexasRed autofl	Caspase-1 inhib	HEK293 cAMP cs	4MU fluor	BRCT PPI green	USP2a inh	Caspase-7 inhib	BRCT inh red	Fluorescein autfl	A350 fluor	Rhodamine fluor
O=C(Cn1cnc2c(cnn2-c2ccc(Cl)cc2)c1=O)NCC1CCCO1 (stereo unspecified)	?	2%	-2%	i	-5.0%	4%	-2%	-0.5%	i	i	i
O=C(O)c1ccc(N2C(=O)C3ON(c4ccccc4)C(c4ccccc4F)C3C2=O)cc1 (stereo unspecified)	i	-1%	5%	i	-2.0%	-2%	-1%	-0.1%	?	i	i
CCCCOC(=O)Nc1ccccc1C(N)=O	.	-5%	1%	.	0.9%	-3%	2%	1.0%	.	.	.
CCOc1ccc(C2C(C(=O)c3ccco3)=C(O)C(=O)N2Cc2cccnc2)cc1 (stereo unspecified)	i	-2%	?	i	-0.6%	30%[activator]	-5%	-0.8%	i	i	i
N#Cc1nc(-c2ccc(OCc3ccccc3)cc2)oc1NCc1cccnc1	i	-2%	9%	i	-4.3%	7%	-1%	-2.3%	?	i	i
CCOC(=O)N1CCC(N2C(=O)c3ccc(C(=O)O)cc3C2=O)CC1	i	-1%	?	1.2e-08M*	-4.3%	-4%	1%	-1.1%	i	1.2e-08M*	i
CCOC(=O)CNc1nc(C#N)nc(N2CCOCC2)n1	i	0%	15%	i	-0.4%	-1%	0%	-0.7%	i	i	i
COC(=O)c1cc(NC(=O)CCc2c(C)nc3ncnn3c2C)cc(C(=O)OC)c1	i	2%	3%	i	-0.4%	-2%	-1%	0.2%	i	?	i
CCN(CC)S(=O)(=O)c1ccc(Cl)c(C(=O)Nc2nncs2)c1	?	6%	1%	i	-0.1%	2%	4%	0.8%	?	i	i
Cc1cccc(-c2noc(CCc3ccccc3)n2)c1	.	0%	9%	.	-2.0%	.	-3%	-0.8%	.	.	.
Cc1sc2ccccc2[n+]1CCC(=O)O	i	-3%[11.5 µM]	?	i	0.8%[15.4 µM]	.	1%[11.5 µM]	-0.1%[15.4 µM]	?	i	i
CCCCC(CCC(=O)Nc1ccc(C(=O)OC)cc1)C(=O)O (stereo unspecified)	i	.	.	?	.	.	.	.	?	?	i
CC(=O)CCc1ccc2oc(C(=O)O)c(C)c2c1	i	1%	11%	i	-3.7%	-3%	-1%	0.0%	i	i	i
c1ccc2c(Nc3ccncc3)nc(-c3ccc4c(c3)OCO4)nc2c1	i	-1%	-4%	1.9e-08M*	0.6%	-5%	-1%	-1.1%	?	1.1e-08M*	i
NC(=O)CCN(Cc1ccccc1)S(=O)(=O)c1ccccc1	.	-6%	0%[11.4 µM]	.	-4.0%	7%[7.66 µM]	0%	-1.2%	.	.	.
CCOc1ccc(-n2c(SCC(=O)Nc3ccc4c(c3)OCO4)nc3c(c2=O)SCC3)cc1	.	-4%	16%	.	0.7%	.	3%	0.8%	.	.	.
CCOC(=O)c1sc(=S)n2c1[nH]c(=O)c1ccc(C(=O)OC)cc12	i	1%	-2%	i	-2.1%	2%	0%	-3.2%	i	i	i
Cc1ccc(-c2nn3c(C)nnc3s2)cc1NC(=O)c1ccc(Br)o1	.	-4%	20%	.	0.8%	.	-2%	0.2%	.	.	.
C=CCn1c(Cc2c[nH]c3ccccc23)n[nH]c1=S	i	0%	3%	i	-4.1%	2%	-1%	-0.6%	i	i	i
O=C1NCCCc2c1oc1ccc(O)cc21	i	-1%	4%	i	-0.4%	-4%	0%	-0.5%	i	i	i
Cc1nccn1CCC(=O)O	?	3%	-4%	i	0.3%	-8%	7%	-0.9%	i	i	i
CCOC(=O)CN1CC23C=CC(O2)C(C(=O)N2CCN(c4ccc(F)cc4)CC2)C3C1=O (stereo unspecified)	.	2%	?	.	-4.0%	.	-1%	-0.9%	.	.	.
CCOC(=O)N1CCN(S(=O)(=O)c2c(C)cc(C)cc2C)CC1	i	-2%	18%	i	-5.0%	-6%	0%	-1.8%	i	i	i
COCCOC(=O)c1c(C)n(C)c2ccc(OC(=O)N3CCOCC3)cc12	?	1%	-1%	i	0.7%	4%	0%	-0.5%	i	i	i
OCCSc1nnc(Nc2ccccc2)s1	i	2%	3%	i	-0.8%	-1%	2%	-0.1%	?	i	i
CNC(=O)CN(C1CCCCC1)S(=O)(=O)c1ccc(OC)c(Cl)c1	i	-2%	-3%	i	-2.3%	4%	0%	-1.5%	?	i	i
FC(F)(F)c1cccc(N2CCN(c3ccc4nnc(-c5ccccc5)n4n3)CC2)c1	.	-3%	-7%	.	-4.7%	.	-2%	-3.2%	.	.	.
